GCN5L2 inh – inhibitors of human GCN5L2 histone acetyltransferase; GCN5L2 HAT assay, ThioGlo1 CoA-SH fluorescence; Potency, µM (highest dose often 58.9 µM), inactives show top-dose activity change, negative = inhibition, most hits filed as inhibitors; 390,000 tested, 0.21% active; AID 504327
Target sequence (Q92830 whole entry, looked up): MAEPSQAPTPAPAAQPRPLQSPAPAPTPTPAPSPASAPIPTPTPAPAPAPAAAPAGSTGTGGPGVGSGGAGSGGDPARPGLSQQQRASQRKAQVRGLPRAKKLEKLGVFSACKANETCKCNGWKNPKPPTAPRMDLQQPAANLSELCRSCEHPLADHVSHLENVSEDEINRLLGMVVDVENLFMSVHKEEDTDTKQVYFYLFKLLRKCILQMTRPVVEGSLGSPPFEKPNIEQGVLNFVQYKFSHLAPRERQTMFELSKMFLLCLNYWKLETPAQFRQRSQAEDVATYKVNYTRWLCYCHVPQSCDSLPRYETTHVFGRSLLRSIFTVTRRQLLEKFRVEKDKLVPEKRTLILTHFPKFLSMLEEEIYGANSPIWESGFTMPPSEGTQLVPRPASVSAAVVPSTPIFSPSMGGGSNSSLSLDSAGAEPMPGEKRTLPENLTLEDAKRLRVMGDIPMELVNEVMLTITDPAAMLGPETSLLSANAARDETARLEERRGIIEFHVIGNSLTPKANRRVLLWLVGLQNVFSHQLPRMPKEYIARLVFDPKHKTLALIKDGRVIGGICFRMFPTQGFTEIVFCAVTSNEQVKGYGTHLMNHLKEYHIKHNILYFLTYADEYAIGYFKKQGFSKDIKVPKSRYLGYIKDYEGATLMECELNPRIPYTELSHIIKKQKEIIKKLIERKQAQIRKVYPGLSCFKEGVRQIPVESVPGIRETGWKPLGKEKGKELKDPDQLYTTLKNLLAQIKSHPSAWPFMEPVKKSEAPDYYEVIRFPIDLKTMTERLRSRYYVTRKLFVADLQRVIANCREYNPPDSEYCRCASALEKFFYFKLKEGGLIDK
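Enzyme at 20nM final was mixed with library compounds for 15 min at room temperature. Peptide H3(1-25) at 75uM, acetyl-CoA at 70uM and ThioGlo1 at 50uM were then added. Plates were read immediately and after 20 min (Ex340nm/Em540nm).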
FEN1 inh – blocks human flap endonuclease 1; P39748; Recombinant FEN1 flap cleavage, fluorescence, 15 min; Potency, µM (top dose mostly 114 µM), for inactives: top-dose activity change, negative = inhibition, hits mostly inhibitors; 390,000 tested, 0.35% active; AID 588795; further: nearly all actives have a fitted effect of over 65% in size
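Potency values derive from four-parameter Hill fits of normalized qHTS data. The reaction used 10 nM FEN1 preincubated 15 min at room temperature with compound, then 50 nM DNA substrate, read at 0 and 15 min.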
N370S GC mod – inhibitors or activators of N370S glucocerebrosidase for Gaucher disease. N370S GC spleen homogenate, 4MU-glucoside fluorescence. Potency, µM (titrated, usually from 59.4 µM), inactives show top-dose activity change, negative = inhibition, most hits filed as inhibitors. 330,000 tested, 0.092% active. AID 2101;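 further: 0% = full enzyme activity and -100% = no enzyme basal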
Starred values were filed as active, the others as inactive; & = joins results of further samples. The call rests on the fitted dose curve; in most records, active means well fitted curve in the direction sought with a large enough effect; inconclusive means small, poorly fitted or top-dose-only effect, or another doubt; inactive means no such curve, though single readings can be large; an effect the other way counts as inactive or inconclusive. Unless noted, on the % scale 0 is the no-effect control and ±100 the full control effect; potency means the concentration at half of the fitted maximal effect. Some of the compounds tested, so the mix of outcomes need not match the whole.

The first 4 entries, ahead of the listing:
Screening COCCCN1CCN(C2Cc3ccccc3Sc3ccc(Cl)cc32)CC1 (stereo not given) returned GCN5L2 inh -4%, FEN1 inh 6% and N370S GC mod inconclusive.
CCCn1c(SCC(=O)Nc2cccc(S(=O)(=O)N(C)C)c2)nc2ccccc2c1=O was read as GCN5L2 inh -8%, FEN1 inh -13% and N370S GC mod inconclusive.
For O=C(Nc1c(-c2ccc(F)cc2)nc2ccccn12)c1ccc(F)cc1 the results were GCN5L2 inh -3%, FEN1 inh -18% and N370S GC mod -21%.
`Cc1cc(C(=O)Nc2ccccc2C(=O)O)ccc1NC(=O)COc1ccccc1Cl` gave GCN5L2 inh -25%, FEN1 inh 4% and N370S GC mod 0%.

The listing, from the first entry:
Screening COCCCN1CCN(C2Cc3ccccc3Sc3ccc(Cl)cc32)CC1 (stereo not given) returned GCN5L2 inh -4%, FEN1 inh 6% and N370S GC mod inconclusive.
CCCn1c(SCC(=O)Nc2cccc(S(=O)(=O)N(C)C)c2)nc2ccccc2c1=O was read as GCN5L2 inh -8%, FEN1 inh -13% and N370S GC mod inconclusive.
For O=C(Nc1c(-c2ccc(F)cc2)nc2ccccn12)c1ccc(F)cc1 the results were GCN5L2 inh -3%, FEN1 inh -18% and N370S GC mod -21%.
`Cc1cc(C(=O)Nc2ccccc2C(=O)O)ccc1NC(=O)COc1ccccc1Cl` gave GCN5L2 inh -25%, FEN1 inh 4% and N370S GC mod 0%.
Screening COc1ccc(OC)c(NC(=O)CCN2CCN(C)CC2)c1 returned GCN5L2 inh 3%, FEN1 inh 0% and N370S GC mod -4%.
Screening O=C(Cc1ncc(C(F)(F)F)cc1Cl)NC1CC1 returned GCN5L2 inh 1%, FEN1 inh 7% and N370S GC mod 4%.
For CC(/C=N/n1c(COc2ccccc2)n[nH]c1=S)=C\c1ccco1 the results were GCN5L2 inh -6%, FEN1 inh -3% and N370S GC mod 2%.
For CN(C(=O)CSc1nc2ccc([N+](=O)[O-])cc2s1)C1CCS(=O)(=O)C1 (stereo not given) the results were GCN5L2 inh inconclusive, FEN1 inh -7% and N370S GC mod -16%.
O=[N+]([O-])c1ccc(C(=S)N2CCN(Cc3ccccc3)CC2)cc1 was read as GCN5L2 inh 5%, FEN1 inh -2% and N370S GC mod -8%.
FC(F)(F)c1cnc(-c2cnc(-c3cccnc3)nc2)c(Cl)c1 was read as GCN5L2 inh -4%, FEN1 inh 0% and N370S GC mod 8%.
For COCc1ccc(C(=O)NC2CCCc3c2cnn3-c2cc(C)cc(C)c2)s1 (stereo not given) the results were GCN5L2 inh -15%, FEN1 inh -19% and N370S GC mod -22%.
Cc1ccccc1COC(=O)CCC1=NS(=O)(=O)c2ccccc2N1 was read as GCN5L2 inh 0%, FEN1 inh -10% and N370S GC mod -8%.
`CCOC(=O)C1CCN(C(=O)Cn2cc(C(=O)OC)c3ccccc32)CC1` gave GCN5L2 inh -2%, FEN1 inh 8% and N370S GC mod 4%.
Screening COc1cccc(/C=C/C(=O)Nc2ccccc2N2CCOCC2)c1 returned GCN5L2 inh -4%, FEN1 inh 2% and N370S GC mod -7%.
`CN(C)CCCNC(=O)/C=C/c1ccc(OCc2c(F)cccc2Cl)cc1` gave GCN5L2 inh -1%, FEN1 inh 13% and N370S GC mod -20%.
Screening CCN(Cc1ccccc1)S(=O)(=O)c1c[nH]c(C(=O)OC)c1 returned GCN5L2 inh -12%, FEN1 inh 11% and N370S GC mod -13%.
Screening CCN1/C(=C/c2ccc3cc(C)ccc3[n+]2CC)Sc2ccccc21 returned GCN5L2 inh -18%, FEN1 inh inconclusive and N370S GC mod -14%.
For Cc1nc(SCC(=O)N2CCCCC2)c2c(C)c(C)sc2n1 the results were GCN5L2 inh -12%, FEN1 inh -6% and N370S GC mod -6%.
Screening Nn1c(SCC(=O)Nc2ccc3c(c2)OCCO3)nnc(CCC(=O)O)c1=O returned GCN5L2 inh -3%, FEN1 inh -1% and N370S GC mod 1%.
Screening CN(C)c1cc(NC(=O)CN2CCCC2)c2ccccc2n1 returned GCN5L2 inh -6%, FEN1 inh 2% and N370S GC mod 25%.
`CC(C)C(=O)N=C1NC(=O)CS1` gave GCN5L2 inh 1%, FEN1 inh 3% and N370S GC mod -2%.
Screening CCC(=O)NC(=S)Nc1ccc(-c2nc3ccccc3s2)cc1 returned GCN5L2 inh -11%, FEN1 inh -3% and N370S GC mod 6%.
`COCCCNC(=O)Cn1nc(-c2ccccc2OC)ccc1=O` gave GCN5L2 inh -11%, FEN1 inh 3% and N370S GC mod 5%.
Screening COc1ccc(C(c2nnnn2CCc2ccccc2)N2CCN(C)CC2)cc1OC (stereo not given) returned GCN5L2 inh -1%, FEN1 inh 11% and N370S GC mod -8%.
Screening COc1ccc(-c2c(-c3cc(OC)cc(OC)c3)n(C)c3ccc(-c4cnc(OC)nc4)cc23)cc1 returned GCN5L2 inh 0% and FEN1 inh 10%.
For COC(=O)c1ccc(OC)c(CSc2nnc(COc3ccc(Cl)cc3)o2)c1 the results were GCN5L2 inh -24%, FEN1 inh -3% and N370S GC mod 18%.
For CCOC(=O)/C(C#N)=C/C1=C(N2CCCC2)CC(C)(CC)OC1 (stereo not given) the results were GCN5L2 inh -6%, FEN1 inh -8% and N370S GC mod 21%.
Oc1ccc(N2CCN(c3ccnc4cc(Cl)ccc34)CC2)cc1 was read as GCN5L2 inh -4%, FEN1 inh -12% and N370S GC mod -9%.
Screening COc1ccc(Cc2nnc(NC(=O)c3cc(OC)cc(OC)c3)s2)cc1 returned GCN5L2 inh -12%, FEN1 inh 8% and N370S GC mod -3%.
`CCc1cc(CNC(=O)c2cc(COc3ccc(C)nc3)on2)on1` gave GCN5L2 inh -2%, FEN1 inh -7% and N370S GC mod -5%.
Screening O=c1c(=O)n(O)c2ccccc2n1O returned GCN5L2 inh -6%, FEN1 inh 0.79µM* and N370S GC mod -1%.
O=C(COC(=O)c1ccc(Cl)nc1)NCc1ccco1 was read as GCN5L2 inh 0%, FEN1 inh 4% and N370S GC mod -18%.
For CCCCn1c(N)c(N(CC(C)C)C(=O)CN(C)Cc2cccc(OC)c2)c(=O)[nH]c1=O the results were GCN5L2 inh -3%, FEN1 inh 5% and N370S GC mod -2%.
For O=C(O)c1ccc(NC(=O)c2cn(-c3ccccc3)nc2-c2ccc(Br)cc2)cc1 the results were GCN5L2 inh -29%&-10%, FEN1 inh 7%&-18% and N370S GC mod -8%.
Screening O=C1CCc2cc(S(=O)(=O)NCCCC(=O)N3CCN(Cc4ccc5c(c4)OCO5)CC3)ccc2N1 returned GCN5L2 inh -5%, FEN1 inh 0% and N370S GC mod -4%.
For CCc1ccc(-n2c(=O)c3ccccc3n(CC(=O)C(C)(C)C)c2=O)cc1 the results were GCN5L2 inh -5%, FEN1 inh 1% and N370S GC mod 5%.
`Cc1ccccc1NCc1cccn1-c1nnc(N2CCC(C)CC2)s1` gave GCN5L2 inh 1% and FEN1 inh -14%.
COc1ccc(C(=O)CCC(=O)Nc2cc(Cl)c(O)c(Cl)c2)cc1 was read as GCN5L2 inh -23%, FEN1 inh -16% and N370S GC mod -5%.
O=C(/C=C/NCc1ccc(F)cc1)c1ccccc1 was read as GCN5L2 inh -1%, FEN1 inh -17% and N370S GC mod 9%.
Screening COc1ccc(/C=C/C(=O)OCC(=O)Nc2ccc(Cl)c(S(=O)(=O)N(C)C)c2)cc1OC returned GCN5L2 inh -2%, FEN1 inh -11% and N370S GC mod 2%.
`COc1ccc(CC2SC(=Nc3ccc(F)cc3)NC2=O)cc1` (stereo not given) gave GCN5L2 inh -9%, FEN1 inh 9% and N370S GC mod 14%.
O=c1[nH]nc(Cc2ccccn2)c2ccccc12 was read as GCN5L2 inh 0%, FEN1 inh -2% and N370S GC mod 0%.
`N[C@@H](COP(=O)(O)O)C(=O)O` gave GCN5L2 inh inconclusive and N370S GC mod 4%&5%&5%.
Screening CN1CCN(C2CCCCCC2)CC1 returned GCN5L2 inh 2%, FEN1 inh 6% and N370S GC mod 2%.
O=C(Nc1cccc(O)c1)c1cccc(S(=O)(=O)Nc2cccc(O)c2)c1 was read as GCN5L2 inh -12%, FEN1 inh 3% and N370S GC mod -9%.
Cn1cccc1/C=C1\SC(=Nc2cccc(O)c2)NC1=O was read as GCN5L2 inh -4%, FEN1 inh -8% and N370S GC mod -6%.
Screening CCOc1ccccc1NC(=O)c1c(NCc2ccc(OC)c(OC)c2OC)sc2c1CCC(C)C2 (stereo not given) returned GCN5L2 inh -7% and FEN1 inh -14%.
Screening CCn1c2ccccc2c2cc(NC(=O)CSc3nnc(-c4ccc(OC)cc4)n3N)ccc21 returned GCN5L2 inh -26%, FEN1 inh 0% and N370S GC mod -4%.
`CC(NC(=O)COC(=O)CCc1nc2ccccc2c(=O)[nH]1)c1ccccc1` (stereo not given) gave GCN5L2 inh -1%, FEN1 inh 4% and N370S GC mod 1%.
COc1ccc(CN(C)S(=O)(=O)c2nnc(NC(=O)c3cccc(C)c3)s2)cc1OC was read as GCN5L2 inh -1%, FEN1 inh 10% and N370S GC mod -19%.
`NC(=O)CCC(NC(=O)c1ccc(Cl)cc1)C(=O)NCCc1ccc2c(c1)OCCO2` (stereo not given) gave GCN5L2 inh -8%, FEN1 inh 1% and N370S GC mod 3%.
For C#CCn1c(=O)c2c(ncn2C)n(C)c1=O the results were GCN5L2 inh 6%, FEN1 inh inconclusive and N370S GC mod 3%&18%.
For CC(C)(CNS(=O)(=O)c1cccs1)N1CCOCC1 the results were GCN5L2 inh 0% and FEN1 inh -6%.
Cc1cccc(-n2c(CNC(=O)COc3ccccc3)nnc2SCC(=O)Nc2nccs2)c1 was read as GCN5L2 inh -11%, FEN1 inh -3% and N370S GC mod 7%.
For O=C(CSc1nnnn1Cc1ccccc1)NC1CCCCC1 the results were GCN5L2 inh 1%, FEN1 inh -1% and N370S GC mod -10%.
For Cc1cc2oc3c(c(=O)c2cc1C)C(c1cccc(Br)c1)N(Cc1ccco1)C3=O (stereo not given) the results were GCN5L2 inh 2%, FEN1 inh 8% and N370S GC mod 13%.
For COc1ccc(C(C(=O)NC2CCCCC2)N(C(=O)c2ccco2)c2ccccc2C(C)=O)cc1OC (stereo not given) the results were GCN5L2 inh -7%, FEN1 inh -1% and N370S GC mod -26%.
Screening CCc1ccc(C2NC(=S)NC3=C2C(=O)CCC3)cc1 (stereo not given) returned GCN5L2 inh 8%, FEN1 inh 5% and N370S GC mod 26%.
For Cc1ccc2nc(SCC(=O)N/N=C/c3ccc(C(=O)O)cc3)cc(C)c2c1 the results were GCN5L2 inh -6%, FEN1 inh 5% and N370S GC mod 4%.
For O=c1cc(-c2ccccc2)nc(SCc2ccc(F)cc2)[nH]1 the results were GCN5L2 inh -2%, FEN1 inh -8% and N370S GC mod -6%.
Screening CN(CC(=O)Nc1cccc(F)c1)C(=O)c1cccc(N2C(=O)CCC2=O)c1 returned GCN5L2 inh 0% and FEN1 inh 0%.
`Cc1ccc(OCc2ccc(C(=O)N3CCCC3)o2)c([N+](=O)[O-])c1` gave GCN5L2 inh -1%, FEN1 inh -10% and N370S GC mod 14%.
Cc1ccc(S(=O)(=O)N2CCN(C(=O)N3CCCC3)CC2)cc1 was read as GCN5L2 inh -4%, FEN1 inh 15% and N370S GC mod -7%.
For CCn1c(SCC(=O)N/N=C/c2ccc(C)o2)nnc1-c1ccc(C(C)(C)C)cc1 the results were GCN5L2 inh 2%, FEN1 inh -6% and N370S GC mod inconclusive.
For COc1ccccc1N1CCN(CC(O)c2c(C)[nH]c3ccccc23)CC1 (stereo not given) the results were GCN5L2 inh 1%, FEN1 inh 16% and N370S GC mod -9%.
Cc1ccc(CNC(=O)CCC(=O)N2CC(C)Oc3ccccc32)cc1 (stereo not given) was read as GCN5L2 inh -10%, FEN1 inh 13% and N370S GC mod -6%.
For CC[n+]1c(/C=C2\C=C(C)CC(C)(C)C2)sc2ccccc21 the results were GCN5L2 inh -20%, FEN1 inh 1% and N370S GC mod -3%.
For CCC1(C)CC(C(CC(=O)O)c2ccc(C)cc2)CCO1 (stereo not given) the results were GCN5L2 inh inconclusive, FEN1 inh -8% and N370S GC mod -4%.
For On1c(-c2ccc(Cl)cc2Cl)nc2ncccc21 the results were GCN5L2 inh -2%, FEN1 inh -11% and N370S GC mod -1%.
C=CCn1c(COc2ccccc2C)nnc1SCC(=O)O was read as GCN5L2 inh -4%, FEN1 inh 1% and N370S GC mod 2%.
`Cc1cc(N2CCCC2)n2nc(C)c(-c3ccccc3)c2n1` gave GCN5L2 inh -10% and N370S GC mod -1%.
Screening COCc1c(C(=O)NC2CCCCC2)sc2cccc(F)c12 returned GCN5L2 inh 0% and FEN1 inh 9%.

Sorted by molecular weight (falling): some entries from above
For CCn1c(SCC(=O)N/N=C/c2ccc(C)o2)nnc1-c1ccc(C(C)(C)C)cc1 the results were GCN5L2 inh 2%, FEN1 inh -6% and N370S GC mod inconclusive.
`Cc1ccc(OCc2ccc(C(=O)N3CCCC3)o2)c([N+](=O)[O-])c1` gave GCN5L2 inh -1%, FEN1 inh -10% and N370S GC mod 14%.
C=CCn1c(COc2ccccc2C)nnc1SCC(=O)O was read as GCN5L2 inh -4%, FEN1 inh 1% and N370S GC mod 2%.
For On1c(-c2ccc(Cl)cc2Cl)nc2ncccc21 the results were GCN5L2 inh -2%, FEN1 inh -11% and N370S GC mod -1%.
